Screening data as filed in PubChem BioAssay.
Gli-Sufu block: antagonists of Gli-Sufu signaling; actives 0.74% (n = 340,000); inhibition, % at 5 µM; Sufu-KO-LIGHT fibroblasts, Gli luciferase reporter luminescence;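 active means inhibition above about 55%, limit read from the data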;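 further: 0% = DMSO-treated cells and 100% = wells with medium but no cells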
APJ antag: antagonists of human APJ apelin receptor; CHO-K1 APJ beta-arrestin complementation, luminescence; inhibition, % at 20 µM; actives 0.32% (n = 330,000); AID 2521;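 active means inhibition above about 40% at 20 µM, limit read from the data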;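 further: cells challenged with 10 nM apelin-13 agonist together with compound; plate controls were apelin-13 plus DMSO wells for no effect and DMSO wells lacking apelin-13 for full effect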
UBC13 polyUb: inhibitors of human UBC13 polyubiquitin chain formation; P61088; TR-FRET; inhibition, % at 20 µM; actives 0.47% (n = 330,000); AID 485273; in the data active means inhibition above about 45%, passing the limit was not always enough
Target sequence (P61088 whole entry, looked up): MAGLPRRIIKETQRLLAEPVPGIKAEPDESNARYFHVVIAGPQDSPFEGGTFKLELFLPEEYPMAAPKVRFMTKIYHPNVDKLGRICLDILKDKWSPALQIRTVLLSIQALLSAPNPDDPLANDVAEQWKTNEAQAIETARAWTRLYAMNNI
EBI2 block: EBI2 (human) antagonism; P32249; AID 651636; actives 0.81% (n = 360,000); inhibition, % at 5 µM; EBI2 beta-arrestin recruitment, luminescence, 7a,25-OHC stimulated; in the data active means inhibition above about 38%;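 further: enzyme fragment complementation signal reports receptor beta-arrestin coupling in cells; 0% = agonist plus DMSO wells and 100% = wells without agonist; some results beyond the cut were filed as inactive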
ATG4B inhibitor: ATG4B (human) cysteine protease inhibition; actives 0.51% (n = 340,000); ATG4B cleavage of LC3-PLA2, NBD-HPC fluorescence, 1 h; Q9Y4P1; inhibition, % at 8.33 µM; in the data active means inhibition above about 40%
Target sequence (Q9Y4P1 whole entry, looked up): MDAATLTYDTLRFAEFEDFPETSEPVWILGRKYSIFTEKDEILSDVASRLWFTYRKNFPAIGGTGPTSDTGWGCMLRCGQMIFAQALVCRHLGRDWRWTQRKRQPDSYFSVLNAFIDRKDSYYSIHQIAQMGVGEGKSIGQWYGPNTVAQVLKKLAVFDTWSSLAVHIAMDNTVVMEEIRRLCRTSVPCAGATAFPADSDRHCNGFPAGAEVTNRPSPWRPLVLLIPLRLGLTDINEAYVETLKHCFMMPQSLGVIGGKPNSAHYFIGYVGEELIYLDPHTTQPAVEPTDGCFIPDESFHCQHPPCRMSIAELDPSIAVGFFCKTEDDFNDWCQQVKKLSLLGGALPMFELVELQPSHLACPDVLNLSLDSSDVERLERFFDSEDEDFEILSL
CCR6 antag: antagonists of human CCR6 receptor; P51684; CHO-K1 CCR6 PathHunter beta-arrestin, luminescence, CCL20-stimulated; inhibition, % at 20 µM; actives 0.49% (n = 340,000); AID 493098;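 active means compounds whose inhibition of the agonist-driven luminescence signal at 20 µM reaches about 50%, limit read from the data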;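 further: cells stimulated with CCL20 at 14 nM final; plate controls were DMSO with CCL20 for no effect and DMSO without agonist for full effect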
Target sequence (P51684 whole entry, looked up): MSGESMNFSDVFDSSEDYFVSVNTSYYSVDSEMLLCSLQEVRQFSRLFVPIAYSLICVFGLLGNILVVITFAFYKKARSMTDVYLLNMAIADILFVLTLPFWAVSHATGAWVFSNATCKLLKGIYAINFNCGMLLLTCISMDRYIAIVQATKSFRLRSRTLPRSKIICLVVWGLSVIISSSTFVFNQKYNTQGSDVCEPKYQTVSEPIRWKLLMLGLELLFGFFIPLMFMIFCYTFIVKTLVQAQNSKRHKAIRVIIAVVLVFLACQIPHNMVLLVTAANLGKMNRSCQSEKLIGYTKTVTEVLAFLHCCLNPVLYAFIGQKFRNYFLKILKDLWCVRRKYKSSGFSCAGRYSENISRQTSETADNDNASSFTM
CXCR6 block: inhibitors of human CXCR6 receptor; inhibition, % at 20 µM; CHO-K1 PathHunter CXCR6 beta-arrestin, luminescence; actives 0.36% (n = 360,000); AID 602244; in the data active means inhibition above about 34%, passing the limit was not always enough;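 further: antagonist mode with CXCL16 agonist at 10 nM final; 0% = 10 nM CXCL16 with DMSO and 100% = unstimulated wells without agonist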
APJ ag: agonists of human APJ apelin receptor; P35414; CHO-K1 APJ PathHunter beta-arrestin, luminescence; 0% DMSO wells, 100% apelin; activation, % at 20 µM; actives 0.11% (n = 330,000); AID 2520;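 active means activation more than six SD over the plate average, tested at 20 µM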;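 further: 0% = DMSO alone and 100% = apelin-13 at 10 nM; some results filed as inactive read as strong as hits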
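system = engineered CHO-K1 APJ arrestin reporter cells | input = 1000 cells per well | timing = overnight seeding, 90 min compound at 25 °C, 1 h detection | measured by = enzyme-fragment complementation luminescence | read-out = beta-arrestin recruitment to APJ as agonist activity, luminescent signal | control set = negative DMSO alone, positive Apelin-13 at 10 nM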
Starred values were filed as active, the others as inactive; . = not tested or not shown.

SMILES	Gli-Sufu block	APJ antag	UBC13 polyUb	EBI2 block	ATG4B inhibitor	CCR6 antag	CXCR6 block	APJ ag
Cc1ccc(NC(=O)c2ccc(Cl)nc2)cc1	-40	-8	4	9	4	15	-3	-4
CCOc1ccc(C(=O)NCC(=O)OCC(=O)N2CCC(C)CC2)cc1	-2	27	-7	8	-10	17	-2	4
COc1cccc(CN(C)C(=O)CCNC(=O)c2ccco2)c1	-9	-2	4	5	-6	4	-1	-3
N=C1SC(CC(=O)Nc2ccccc2[N+](=O)[O-])C(=O)N1c1ccccc1 (centres undefined)	2	6	2	-9	-3	3	-2	-4
CC(=O)NCc1cc(-c2nn(C)c(=O)c3ccccc23)ccc1C	4	-5	6	-1	-11	7	2	-1
Cc1ccc(OCC(=O)Nc2ccc(S(=O)(=O)Nc3cc(C)nc(C)n3)cc2)c(C)c1	1	-11	-4	-6	-2	4	6	2
Cc1ccc(-c2nnn(CC(=O)N(c3ccccc3)C(C(=O)NC3CCCC3)c3ccco3)n2)o1 (centres undefined)	1	-22	6	2	-2	6	1	-3
O=C1COc2ccc(OCc3ccc(F)cc3)cc21	-7	17	-4	-3	-1	-7	2	-5
CCN(CC(=O)Nc1ccc(Br)cc1)C(=O)Cc1cccc(F)c1	-16	3	6	12	-5	21	8	1
CN(C)S(=O)(=O)c1ccc(N2CCCC2)c(C(=O)NNC(=O)COc2ccccc2Cl)c1	-3	7	4	7	-4	-4	3	5
CC1CCN(S(=O)(=O)c2ccc(NC(=O)c3ccccc3F)cc2)CC1	6	0	1	8	5	9	-6	-2
CNC(=O)Cn1ncc2c(C)n(Cc3ccc(C)cc3)c(C)c2c1=O	18	0	1	1	3	31	4	-2
O=C(Nc1cccnc1)c1cc(-c2ccc3c(c2)OCO3)on1	-46	11	8	-13	-2	-6	-14	-2
Cc1ccc(C(=O)NNC(=O)c2ccc(C)cc2)cc1	-26	9	-1	8	-9	7	-5	-1
COc1ccc(C(=O)NC(=S)NCc2ccco2)cc1OC	-12	-1	7	6	-18	-10	10	-3
O=C(O)c1nccnc1C(=O)Nc1ccccc1N1CCOCC1	2	11	-4	-2	0	2	-2	3
CC(COC(=O)c1ccccc1)(COC(=O)c1ccccc1)/[N+]([O-])=C/c1ccccc1	-1	-10	5	2	-2	17	-8	-5
COc1cccc(-n2c(SCC(=O)OC(C)C)nnc2-c2cccnc2)c1	10	16	-4	-4	-6	12	0	-4
CC/C(O)=C(\C#N)c1nnc2n1CCCCC2	-5	8	-8	-3	5	-14	1	1
C#CCOCCOCCOCCNc1nc(N2CCN(C(=O)[C@H](CCCN=C(N)N)n3cc(C(N)[C@@H](C)CC)nn3)CC2)nc(N2CCN(C(=O)[C@H](CCC(=O)O)n3cc([C@@H](N)CCCCN)nn3)CC2)n1 (some centres undefined)	24	3	34	-8	-5	0	3	-3

Retrieved by compound from the list above:
SMILES	Gli-Sufu block	APJ antag	UBC13 polyUb	EBI2 block	ATG4B inhibitor	CCR6 antag	CXCR6 block	APJ ag
COc1cccc(-n2c(SCC(=O)OC(C)C)nnc2-c2cccnc2)c1	10	16	-4	-4	-6	12	0	-4
CCN(CC(=O)Nc1ccc(Br)cc1)C(=O)Cc1cccc(F)c1	-16	3	6	12	-5	21	8	1
COc1ccc(C(=O)NC(=S)NCc2ccco2)cc1OC	-12	-1	7	6	-18	-10	10	-3
O=C1COc2ccc(OCc3ccc(F)cc3)cc21	-7	17	-4	-3	-1	-7	2	-5
CCOc1ccc(C(=O)NCC(=O)OCC(=O)N2CCC(C)CC2)cc1	-2	27	-7	8	-10	17	-2	4

Remaining list, next part:
SMILES	Gli-Sufu block	APJ antag	UBC13 polyUb	EBI2 block	ATG4B inhibitor	CCR6 antag	CXCR6 block	APJ ag
COC(=O)c1nn(-c2cccc(C(F)(F)F)c2)ccc1=O	-2	-17	-1	-7	-7	-3	2	-2
COCCn1nnnc1CN1CCN(c2cccc(C(F)(F)F)c2)CC1	0	-4	0	6	0	-10	-3	1
O=C(Nc1ccccc1-c1ccccc1NC(=O)c1ccco1)c1ccco1	2	8	0	-7	-2	-1	10	-3
Cc1cc(NC(=O)Cn2cc([N+](=O)[O-])cn2)n(Cc2ccc(F)cc2)n1	25	-2	-4	-9	-12	-9	-3	2
CC(C)(C)c1csc(NC(=O)Cc2cccs2)n1	-8	-14	4	3	2	7	0	-1
COc1cc(C(=O)Nc2nc(-c3ccc(F)cc3)cs2)ccc1OCC(=O)N1CCOCC1	16	-5	14	9	-20	-4	-16	2
Cc1cc(OCC(C)C)ccc1/C(O)=C1/C(=O)C(=O)N(Cc2cccnc2)C1c1ccncc1 (centres undefined)	-4	14	-7	0	-6	-24	6	-1
CC(=O)OCC(OC(C)=O)C(OC(C)=O)C(OC(C)=O)C(=O)Nc1cccc(C)c1 (centres undefined)	-2	-6	1	-4	-7	3	1	-4
Cc1ccccc1NS(=O)(=O)c1ccc(OCC(=O)NCc2ccco2)cc1	0	9	1	2	-5	-6	1	0
O=C(Cc1ccccc1)Nc1nnc(-c2cccc([N+](=O)[O-])c2)s1	-15	16	-5	-13	-2	-2	0	0
Nc1cc(C(=O)OCC(=O)NNC(=O)c2ccccc2)ccc1Cl	-3	-1	0	-11	-1	-2	-4	5
COc1cccc(CC(=O)N2CCC(n3nccc3NC(=O)C3CC3)CC2)c1	-3	7	1	3	-5	7	6	-2
Cc1ccc(C(CC(=O)N2CCCCC2)c2ccccc2)c(O)c1C (centres undefined)	-1	8	6	5	-4	12	3	-4
S=C(Nc1ccccc1)N1CCN(C2CCCCC2)CC1	25	-2	1	-3	5	12	0	-3
COc1ccc(OC)c(Cc2nnc(CCC(=O)NCc3ccc(C)s3)o2)c1	17	-1	1	-2	2	5	0	-2
COc1ccc(C(=O)NC2CCCCCC2)cc1S(=O)(=O)N1CCCc2ccccc21	10	-1	-10	14	-11	-5	-5	5
COc1ccc(N(CC(=O)N2CCN(c3ccccc3F)CC2)S(=O)(=O)c2c(C)n[nH]c2C)cc1	4	-3	11	1	-10	-4	7	-4
Cc1nc2sccn2c1P(c1c(C)nc2sccn12)c1c(C)nc2sccn12	4	8	0	3	-12	9	9	3
CCOC(=O)C1=C(N)n2c(s/c(=C\c3ccco3)c2=O)=C(C(=O)OC(C)C)C1c1ccco1 (centres undefined)	-14	1	-19	10	-8	27	-3	-7
O=C(CSc1nnc(Nc2ccccc2F)s1)Nc1cccc(S(=O)(=O)N2CCCCC2)c1	9	0	2	11	-4	1	-4	-1

2 neighbouring entries already listed, quoted:
SMILES	Gli-Sufu block	APJ antag	UBC13 polyUb	EBI2 block	ATG4B inhibitor	CCR6 antag	CXCR6 block	APJ ag
Cc1ccc(NC(=O)c2ccc(Cl)nc2)cc1	-40	-8	4	9	4	15	-3	-4
CCOc1ccc(C(=O)NCC(=O)OCC(=O)N2CCC(C)CC2)cc1	-2	27	-7	8	-10	17	-2	4

Next structures follow.
SMILES	Gli-Sufu block	APJ antag	UBC13 polyUb	EBI2 block	ATG4B inhibitor	CCR6 antag	CXCR6 block	APJ ag
O=C(NCc1ccccc1)c1ccc(CS(=O)Cc2ccc(Cl)cc2)o1 (centres undefined)	-5	3	-3	8	6	10	11	-2
CCc1nnc(N/N=C/c2ccc(-c3ccc([N+](=O)[O-])cc3)o2)n1N	1	-35	-80	-14	-11	0	7	-1
Cc1ccccc1NS(=O)(=O)c1nnc(NC(=O)c2ccc(Cl)cc2)s1	3	-25	-5	7	0	-6	-2	-3
CC(C)C1OC(c2cccc(NC(=O)c3cccs3)c2)OCC1(C)C (centres undefined)	8	4	-9	-12	11	-7	-2	-3
Nn1c(SCC(=O)Nc2ccc(S(N)(=O)=O)cc2)nnc1C(F)(F)F	8	-8	4	3	0	7	1	-1
Cc1ccc(/C=C/S(=O)(=O)NCC(=O)OCC(=O)Nc2ccc(C(N)=O)cc2)cc1	0	13	4	10	3	11	2	-1
N#Cc1cc([N+](=O)[O-])ccc1NCC1CCCO1 (centres undefined)	12	1	-1	-9	0	29	3	-4
COc1ccc(S(=O)(=O)N2CC(C(=O)O)Oc3ccccc32)cc1 (centres undefined)	-12	20	3	-9	-1	14	3	0
COc1ccc(N2CC(C(=O)Nc3cccnc3)CC2=O)cc1 (centres undefined)	-29	-2	-5	2	-1	4	-1	-3
COCCCNC(=O)c1ccc(C2SCC(=O)N2Cc2ccco2)cc1 (centres undefined)	0	5	-3	-5	1	5	-5	0
CCN1C[C@@H]2[C@@H]3C(=O)N(C)C(=O)[C@@H]3[C@](Cc3ccccc3)(C1=O)N2C(=O)c1ccc(Br)cc1	-2	.	.	1	-11	5	-2	.
COC(=O)Cc1c(C)nc2nc(Cc3ccccc3)[nH]n2c1=O	-2	5	2	-16	2	-7	4	1
CC1Oc2ccccc2N(CC(=O)NC2CCCCC2)C1=O (centres undefined)	-13	-5	6	5	6	11	-6	2
CCN(CC)CC(O)COC(c1ccccc1)c1ccccc1 (centres undefined)	0	5	-15	-5	-1	12	1	-6
O=C(c1cccs1)N1CCN(S(=O)(=O)c2ccc(F)cc2)CC1	2	-3	5	.	-3	11	.	-2
O=S(=O)(NC(=NCCc1ccc(Cl)cc1)c1ccccc1Cl)c1cccs1	6	22	1	15	-2	23	11	-2
CCN(CC)CCNC(=S)Nc1ccc(F)cc1	7	-4	8	6	-4	4	-4	0
CCCCn1c(=O)[nH]c(=O)c2c1nc(COC(=O)c1c(C)noc1C)n2CCC	12	4	7	-3	-6	10	-7	-3
O=[N+]([O-])c1ccc(NC(=S)NCc2ccc(F)cc2)cc1	-3	8	3	9	57*	37	-4	2
CCC(C)(C)c1ccc(OCCCC[n+]2ccc(C)cc2)c(C(C)(C)CC)c1	84*	13	69*	.	11	-3	.	-3
c1nc(N2CCC3(CC2)OCCO3)c2c3c(sc2n1)CCCC3	-1	-3	-3	8	0	3	-9	0
Cc1ccc(NC(=O)N/C=C/c2ccco2)c(C)c1	-21	5	-2	0	5	-14	-6	-2
CCOCCCNC(=O)C(NC(=O)c1ccccc1O)c1ccccc1 (centres undefined)	17	-2	12	-9	1	5	7	-1
O=S(=O)(Nc1ccc(Cl)c(Cl)c1)N1CCOCC1	5	0	2	0	7	2	-8	2
Cc1ccccc1C(=O)NNC(=S)NC(=O)c1ccc(Cl)cc1Cl	-1	27	-16	9	-7	34	13	-4
CCn1cc(C(=O)NCCN(C)CCc2ccccc2)c(=O)c2cc(S(=O)(=O)N(C)C)ccc21	69*	-2	0	-4	-4	0	2	-3
COc1ccc(N(CC(=O)NC2CCCCCC2)S(=O)(=O)c2ccc(C)cc2)cc1OC	-2	1	-13	-9	-1	2	-4	-1
COCCNS(=O)(=O)c1ccc2c(c1)C(=O)c1cc(S(=O)(=O)NCCOC)ccc1-2	2	-6	-13	-8	-5	2	-4	0
Cc1ccc(NC(=O)Cn2cnc3c(=O)n(C)c(=O)n(C)c32)c(C)c1	-14	10	-5	0	0	8	0	-19
CCOC(=O)N1CCC(Nc2cc(C)nc3c(-c4ccccc4OC)c(C)nn23)CC1	.	-97	-6	-4	-10	-5	14	8
CC[C@]1(c2ccccc2)C(=O)N(C(=O)OC)N1C(=O)OC	-1	6	-7	10	1	10	1	-1
COC(=O)C1=C(CN2CCSCC2)NC(=O)NC1c1cc(C)ccc1C (centres undefined)	0	15	-3	-7	2	2	-1	2
COc1ccc(NC2=NC(=S)N(c3cccc(C)c3)C23CCCCC3)cc1	12	14	2	1	5	13	0	-9
COc1ccccc1N1CCN(C(=O)CSc2nnc(NC(=O)C3CCC3)s2)CC1	7	-2	-6	-7	-12	-7	-8	-29
CCCOc1nc(SCCC)nc2c1cnn2-c1ccccc1	1	10	6	2	13	18	-2	-4
Cc1cccc(NC(=S)NC(=O)c2ccc(Br)o2)c1C	-13	13	0	-4	1	30	9	-5
Cc1cc(C)n2ncc(C(=O)NCCc3ccccc3)c2n1	-14	4	20	20	-17	-16	-1	-3
CCOc1ccc(C)cc1S(=O)(=O)Nc1ccc(Cl)cn1	3	-13	-9	-9	-3	2	-12	1
COc1ccc2c(c1)CCCC2=O	-2	.	.	-6	-3	-2	2	.
Cc1cc(C(=O)NC2Cc3ccccc3C2)c(C)o1	-38	-19	0	-6	-1	8	-3	3
